NALP1 yeast inh = NALP1 inhibition; inhibition, % at 10 µM; S. cerevisiae NALP1/ASC/caspase-1 growth, X-gal OD620, 72 h; 280,000 compounds, 0.61% hits; in the data active = inhibition mostly above about 24%, no sharp cut-off; inactive = mostly below about 32%; note: some compounds called inactive have numbers as strong as hits
M18AAP inhibitor = blocks P. falciparum M18 aspartyl aminopeptidase. recombinant PfM18AAP, H-Glu-NHMec fluorogenic cleavage. 290,000 compounds, 1.2% hits. AID 1822. inhibition, % at 7.35 µM;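 active = inhibition above the campaign mean inhibition over all tested compounds plus 3 SD, cut at about 28% in these data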;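 note: 0% = plate median of test compound wells and 100% = 2 mM ZnCl2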
OXTR potentiate = human OXTR potentiation; P30559; activation, % at 3 µM; 320,000 compounds, 0.061% hits; CHO-OTR cells, Fluo-8 calcium fluorescence, potentiator mode; 0% = oxytocin EC15, 100% = EC100; AID 2445;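 active = activation above that plate's cutoff, the mean activation of tested compounds plus 3 SD, cut at about 6.6% in these data, passing the limit was not always enough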;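 note: 100% uses oxytocin at 75 nM as the full agonist control; some results filed as inactive read as strong as hits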
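Dosing: Single dose, 3.0 µM nominal final compound concentration | Material: Human OTR in CHO cells | Technique: Kinetic Fluo-8 calcium fluorescence | Benchmarks: EC15 oxytocin alone as 0%, 75 nM oxytocin as 100% | Probe or stimulus: Oxytocin at about EC15, sub-maximal agonist stimulus | Incubation: Compound 6 min at room temperature before oxytocin, 100 s read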
V1R ag counter = V1a receptor agonism, counter-screen for OXTR agonists; P37288; 320,000 compounds, 0.25% hits; AID 2797; activation, % at 3 µM; CHO-V1R cells, Fluo-8 calcium fluorescence, agonist mode; 0% DMSO, 100% 3 nM vasopressin;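 active = activation above the mean activation of all tested compounds plus 3 SD, per screening run, cut at about 20% in these data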;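 note: signal is peak over basal fluorescence ratio across a 100 second FLIPR read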
Target sequence (P37288 whole entry, looked up): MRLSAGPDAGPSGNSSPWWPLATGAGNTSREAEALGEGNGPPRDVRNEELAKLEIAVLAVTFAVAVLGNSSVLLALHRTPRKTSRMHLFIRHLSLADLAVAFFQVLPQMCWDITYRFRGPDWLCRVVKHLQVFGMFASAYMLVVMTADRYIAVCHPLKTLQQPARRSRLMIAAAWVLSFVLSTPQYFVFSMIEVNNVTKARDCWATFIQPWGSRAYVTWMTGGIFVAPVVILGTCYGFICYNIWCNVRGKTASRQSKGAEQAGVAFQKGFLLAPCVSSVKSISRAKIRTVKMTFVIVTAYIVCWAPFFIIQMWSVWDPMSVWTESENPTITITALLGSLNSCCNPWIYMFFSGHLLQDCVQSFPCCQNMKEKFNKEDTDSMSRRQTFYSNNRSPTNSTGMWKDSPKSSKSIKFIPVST
MEKK2mut PB1 HTS = signal of MEK5 binding to mutant human MEKK2 PB1 domain; bead flow cytometry, Alexa488-MEK5 binding to MEKK2 mutant; percent response, % at 10 µM; 290,000 compounds, 0.35% hits; in the data active = percent response above about 24%, passing the limit was not always enough; note: inactives centre near 1; some results filed as inactive read as strong as hits
GPR7 antag = human neuropeptides B/W receptor 1 antagonism. P48145. GPR7-expressing cells, fluorescence antagonist assay. inhibition, % at 4.4 µM. 290,000 compounds, 1.1% hits. AID 1861; in the data active = inhibition above about 16%, passing the limit was not always enough;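 note: cells stimulated with the agonist NPW; 0% = agonist with vehicle and 100% = vehicle without agonist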
Target sequence (P48145 whole entry, looked up): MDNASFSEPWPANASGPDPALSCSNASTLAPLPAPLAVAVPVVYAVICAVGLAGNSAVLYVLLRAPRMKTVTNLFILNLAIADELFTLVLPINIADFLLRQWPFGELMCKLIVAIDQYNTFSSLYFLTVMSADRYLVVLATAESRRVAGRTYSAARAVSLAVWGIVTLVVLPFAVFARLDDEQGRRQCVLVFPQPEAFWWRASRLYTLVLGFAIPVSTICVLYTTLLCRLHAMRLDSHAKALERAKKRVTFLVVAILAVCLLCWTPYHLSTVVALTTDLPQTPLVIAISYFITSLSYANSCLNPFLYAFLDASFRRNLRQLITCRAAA
MEKK2 WT-MEK5 = raises or lowers MEK5 binding to wildtype human MEKK2 PB1 domain | bead flow cytometry, Alexa488-MEK5 binding to MEKK2 WT; actives lie on both sides | 290,000 compounds, 1.1% hits | Q9Y2U5 | binding response (% of control), % at 10 µM; in the data active = binding response below about 67% or above about 130%
OXTR agonist = agonists of human oxytocin receptor | CHO-OTR cells, Fluo-8 calcium fluorescence; normalized: DMSO 0%, oxytocin 100% | activation, % at 3 µM | 320,000 compounds, 0.32% hits | AID 2435;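 active = activation above the mean of all tested compounds plus 3 SD, cutoff set per screening run, cut at about 20% in these data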;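 note: peak over basal fluorescence ratio from a 100 s FLIPR kinetic read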
GalR3 antagonist = blocks the human galanin receptor 3 | AID 651719 | 360,000 compounds, 0.44% hits | HEK293 GalR3-CNG cAMP membrane potential fluorescence; galR3 body fused to GalR1 C-terminus | O60755 | inhibition, % at 3 µM;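 active = inhibition above the screen-wide average plus 3 SD, cut at about 13% in these data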;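 note: forskolin and galanin both at EC90 stimulate the cells; cAMP rise reported by CNG channel membrane potential dye signal; 0% = forskolin plus galanin with DMSO and 100% = forskolin alone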
The depositor's hits bear a star; . = no result given; [ ] = dose if it differs, or a comment.

Results follow in this order: NALP1 yeast inh | M18AAP inhibitor | OXTR potentiate | V1R ag counter | MEKK2mut PB1 HTS | GPR7 antag | MEKK2 WT-MEK5 | OXTR agonist | GalR3 antagonist
#1 CC1CN(C(=O)c2cc(-c3ccncc3)nc3ccccc23)CC(C)O1 (configuration not stated)
 : . | . | -0.7 | -0.3 | . | . | . | 1.4 | -7.9
#2 O=C(CNC(=O)Cc1ccccc1)NCC(=O)OCC(=O)c1ccc(F)cc1
 : 9.1 | -5.4 | -3.6 | 0.0 | -2.0 | -19.4 | 100.0 | -0.1 | -4.7
#3 Cc1ccc(C)c(N2CCN(S(=O)(=O)c3cn(C)cn3)CC2)c1
 : 25.7 | 3.9 | -4.7 | 2.2 | -1.0 | -5.3 | 101.0 | 1.1 | -9.0
#4 Cc1ccc(Nc2nc(C)cc(C)n2)c(Br)c1
 : 6.2 | -1.0 | 1.2 | -1.6 | 5.0 | -13.2 | 105.0 | -1.4 | -3.3
#5 Cc1nonc1C(=O)N/N=C/c1ccccc1
 : -1.4 | -17.6 | -3.9 | -0.5 | -14.0 | 8.1 | 68.0 | -1.0 | -2.5
#6 O=C(O)C1CCN(S(=O)(=O)N2CCOCC2)CC1
 : 5.1 | -13.2 | -1.4 | 1.2 | 9.0 | 0.3 | 111.0 | 0.8 | -1.9
#7 Cc1ccc(C(C)NC(=O)c2cc3cc(Br)ccc3oc2=N)cc1 (configuration not stated)
 : 14.2 | 6.0 | -5.4 | 0.9 | -2.0 | 4.5 | 98.0 | -0.5 | 3.6
#8 COc1ccc(NC(=O)C(C)N2C(=O)c3ccccc3S2(=O)=O)c(OC)c1 (configuration not stated)
 : . | . | -4.5 | -0.2 | . | . | . | -0.5 | -3.8
#9 COc1ccc(OCC(=O)O/N=C(\N)c2ccc(OC)c(OC)c2)cc1
 : 12.5 | -5.4 | -6.0 | 1.1 | -1.0 | 5.7 | 100.0 | -2.1 | -6.4
#10 Cc1ccc2c(c1)C1CN(C)CCC1N2C(=O)COc1ccc(N(C)S(=O)(=O)c2cccs2)cc1 (configuration not stated)
 : 26.1 | -5.4 | -5.2 | 2.4 | -18.0 | 15.2 | 83.0 | 2.2 | -5.9
#11 O=C(Nc1nnc(-c2ccc3c(c2)CCCC3)o1)c1ccc(Cl)cc1Cl
 : 30.3 | 5.9 | -3.5 | -1.2 | 1.0 | -12.0 | 104.0 | -0.8 | 1.6
#12 CC(C)(C)c1ccccc1OCCCCCNCCO
 : 38.7 | 4.4 | -1.9 | 3.1 | 7.0 | 8.1 | 118.0 | 8.8 | -9.1
#13 CCCCN(CC)CCCNC(=O)Cn1nc(Cc2cccnc2)c2ccccc2c1=O
 : 24.7 | -5.0 | -6.8 | 1.1 | 0.0 | -6.5 | 98.0 | 3.0 | -5.4
#14 CCOC(=O)C1CCN(S(=O)(=O)c2ccc3c(ccn3C)c2)CC1
 : 18.0 | -9.9 | -15.3 | 0.7 | 0.0 | -10.0 | 96.0 | 0.4 | -6.8
#15 Cc1ccc(S(=O)(=O)NCc2ccco2)c(C)c1C
 : 17.4 | -0.1 | -20.5 | 0.0 | 1.0 | -7.1 | 107.0 | -1.2 | -2.4
#16 COc1cc(O)c2c(=O)c(-c3ccc(O[C@@H]4O[C@H](CO)[C@@H](O)[C@H](O)[C@H]4O)cc3)coc2c1
 : 9.2 | -13.5 | . | . | 12.0 | -0.9 | 106.0 | . | 6.9
#17 O=C(CCCCn1c(=O)[nH]c2ccccc2c1=O)NCCc1c[nH]c2ccccc12
 : 25.0 | -11.4 | -6.5 | -0.5 | -4.0 | -9.2 | 98.0 | 0.7 | 3.2
#18 CSCCC(NC(=O)COc1ccccc1)C(=O)OCCOc1ccc(Br)cc1 (configuration not stated)
 : . | . | -13.8 | 2.7 | . | . | . | -0.2 | -5.5
#19 O=c1c2ccccc2nnn1CCO
 : -3.6 | 5.1 | -3.0 | 0.8 | 7.0 | -16.5 | 105.0 | 0.0 | 4.4
#20 CCCCCCCCCCCCCCCC[n+]1cccc(C(=O)N(CC)CC)c1
 : 70.7* | -0.2 | -18.6 | 23.5* | 9.0 | 9.5 | 126.0 | 37.4* | -5.6
#21 COc1cc(/C=N/NC(=O)C[n+]2ccccc2)cc(OC)c1OC(C)=O
 : -5.1 | 5.4 | -6.2 | -0.2 | -30.0 | -18.2 | 60.0*[inhibitor] | -0.3 | -1.7
#22 CC(C)CN(CC(C)C)c1nnc(NC(=O)Cn2c(=O)oc3ccccc32)s1
 : 3.9 | -8.5 | -1.6 | 1.0 | 6.0 | -13.8 | 104.0 | 0.3 | 1.5
#23 CCC(=O)Nc1cnc(NC(=O)c2cccc(F)c2)cc1C
 : 1.8 | 1.9 | -16.9 | 0.0 | 0.0 | -14.1 | 97.0 | -0.7 | -3.7
#24 CCc1ccc(C2=CSC3=NCCN23)cc1
 : 24.5 | -11.9 | -10.5 | 0.1 | 3.0 | -6.2 | 104.0 | -0.4 | -7.7
#25 COc1ccc(N(CC(=O)N2CCC(C)CC2)S(=O)(=O)c2c(C)nn(C)c2C)cc1
 : 2.2 | -6.4 | -8.8 | 0.2 | 6.0 | -11.5 | 105.0 | -0.9 | .
#26 N/C(CSc1ccc(Cl)cc1)=N\S(=O)(=O)c1ccc(Cl)cc1
 : 8.5 | -5.2 | -8.8 | -0.8 | 3.0 | -1.1 | 96.0 | -0.5 | 1.5
#27 Cc1ccc(N(CC(=O)NCc2ccccc2)C(=O)CCC(=O)Nc2ccccn2)c(C)c1
 : 7.1 | 8.5 | -7.6 | 2.9 | -1.0 | -1.4 | 97.0 | 5.6 | -0.7
#28 Cc1ccc2cn[nH]c2c1N
 : 11.9 | 22.1 | 6.6 | 1.0 | -5.0 | -7.5 | 91.0 | 1.7 | -0.9
#29 CCOC(=O)CSc1nnc(NC(=O)CN2CCCCC2)s1
 : 6.3 | -0.2 | -1.3 | 1.1 | 4.0 | -3.3 | 102.0 | 3.0 | -4.8

Compound profiles, as listed above. Screens in order: NALP1 yeast inh	M18AAP inhibitor	OXTR potentiate	V1R ag counter	MEKK2mut PB1 HTS	GPR7 antag	MEKK2 WT-MEK5	OXTR agonist	GalR3 antagonist
`O=c1c2ccccc2nnn1CCO` is entered as -3.6	5.1	-3.0	0.8	7.0	-16.5	105.0	0.0	4.4
`CC(C)(C)c1ccccc1OCCCCCNCCO` is entered as 38.7	4.4	-1.9	3.1	7.0	8.1	118.0	8.8	-9.1
`Cc1ccc(N(CC(=O)NCc2ccccc2)C(=O)CCC(=O)Nc2ccccn2)c(C)c1` is entered as 7.1	8.5	-7.6	2.9	-1.0	-1.4	97.0	5.6	-0.7
`CCOC(=O)CSc1nnc(NC(=O)CN2CCCCC2)s1` is entered as 6.3	-0.2	-1.3	1.1	4.0	-3.3	102.0	3.0	-4.8
`Cc1ccc2cn[nH]c2c1N` is entered as 11.9	22.1	6.6	1.0	-5.0	-7.5	91.0	1.7	-0.9

Retrieved by compound from the list above:
Results follow in this order: NALP1 yeast inh | M18AAP inhibitor | OXTR potentiate | V1R ag counter | MEKK2mut PB1 HTS | GPR7 antag | MEKK2 WT-MEK5 | OXTR agonist | GalR3 antagonist
#14 CCOC(=O)C1CCN(S(=O)(=O)c2ccc3c(ccn3C)c2)CC1
 : 18.0 | -9.9 | -15.3 | 0.7 | 0.0 | -10.0 | 96.0 | 0.4 | -6.8
#6 O=C(O)C1CCN(S(=O)(=O)N2CCOCC2)CC1
 : 5.1 | -13.2 | -1.4 | 1.2 | 9.0 | 0.3 | 111.0 | 0.8 | -1.9

High-throughput results from PubChem.
